High-throughput results deposited in PubChem by Broad Institute.
esBAF inh: inhibitors of esBAF chromatin remodeling in mouse ES cells; Bmi1-luciferase knock-in reporter, 24 h; 100% = twice the neutral-well signal; reporter increase, % at 12.5 µM; hit rate 2% among 350,000; AID 602393; in the data active = activation above about 40%; inconclusive = no clear call, values can overlap the other calls;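 also: 0% = median of the plate's neutral control wells and 100% = double that signal; a rise in the Bmi1 reporter signal indicates esBAF inhibition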
CFTR F508del cor: CFTR F508del correction in bronchial cells; CFBE cells, YFP halide quenching; stimulated with forskolin plus potentiator P3; % fluorescence drop versus neutral controls; activity (quench increase), % at 7.58 µM; hit rate 0.36% among 350,000; AID 720511;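 active = mean added fluorescence quench of at least 8% versus neutral control, with both replicates also reaching 8%; inconclusive = only one of the mean or replicate conditions met; inactive = mean below 8% and not both replicates reaching 8%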;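 also: cells transiently co-express mutant CFTR-F508del with the halide-sensitive YFP; corrector assay measuring rescue of mutant channel to the surface after 24 h compound exposure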
RAD52 inh: blocks human RAD52 DNA annealing. P43351. recombinant RAD52 DNA annealing, FRET fluorescence. inhibition, % at 18.7 µM. hit rate 0.46% among 360,000. AID 651710;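 active = every replicate showing at least 50% inhibition; inconclusive = mean inhibition at least 50% but not in every replicate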
Target sequence (P43351 whole entry, looked up): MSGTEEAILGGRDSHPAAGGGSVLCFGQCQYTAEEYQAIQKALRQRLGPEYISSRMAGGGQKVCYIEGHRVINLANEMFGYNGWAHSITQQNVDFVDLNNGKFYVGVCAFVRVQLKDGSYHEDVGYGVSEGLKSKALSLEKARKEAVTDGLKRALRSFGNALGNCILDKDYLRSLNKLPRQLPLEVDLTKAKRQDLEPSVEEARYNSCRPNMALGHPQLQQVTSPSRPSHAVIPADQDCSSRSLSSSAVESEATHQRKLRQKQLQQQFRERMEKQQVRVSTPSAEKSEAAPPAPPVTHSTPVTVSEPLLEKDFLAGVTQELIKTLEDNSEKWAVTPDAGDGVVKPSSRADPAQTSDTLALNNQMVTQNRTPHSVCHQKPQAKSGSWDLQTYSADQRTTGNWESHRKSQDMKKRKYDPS
ERAP1 HTS inh: ERAP1 (human) enzyme inhibition | Q9NZ08 | recombinant ERAP1, Leu-AMC fluorescence, 60 min | inhibition, % at 10.7 µM | hit rate 0.15% among 340,000 | AID 652197;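 active = mean replicate inhibition of at least 30%, or all replicates individually reaching that 30% level; inactive = mean below 30% and not every replicate reaching it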;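 also: 0% = neutral control wells and 100% = L-leucinethiol positive control wells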
GSIS activator: primary screen for activators of insulin secretion dependent on glucose, INS-1E cells, GLuc reporter luminescence; hit rate 0.61% among 370,000; INS-1E GLuc reporter insulin secretion, 2-3 h; activation, % at 16.6 µM;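 active = lowest replicate activation of at least 40%, so every replicate reaches that level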;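 also: 0% = median of neutral control wells and 100% = median of IBMX positive control wells; some compounds called inactive have numbers as strong as hits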
Xi reactivation: activators of X-chromosome reactivation in mouse fibroblasts. XiGFP mouse fibroblasts, % GFP-positive cells imaging, 3 d; cells co-treated with 5-aza-dC sensitizer; scaled so ellipticine positive control = 100%. activation, % at 7.58 µM. hit rate 0.055% among 360,000. AID 743238;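 active = mean normalized replicate activation at least 10% and every replicate at or above 10%; inconclusive = only one of the two criteria met; inactive = mean below 10% and not all replicates reach 10%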;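 also: 0% = median of on-plate neutral control wells and 100% = ellipticine 6 µM median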
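System: XiGFP fibroblasts, SV40-immortalized. Medium: DMEM plus 5-aza-dC sensitizer. Doses: single point. Timing: 3 d treatment, 15 min room-temperature fixation. Control set: ellipticine 6 µM.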
RAD54 branch: inhibitors of human RAD54 branch migration | RAD54 Holliday junction branch migration, FAM/BHQ fluorescence | inhibition, % at 10.4 µM | Q92698 | hit rate 0.14% among 360,000;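 active = mean normalized replicate activity at least 40 and at least half of replicates scoring 40 or more; inconclusive = only one of the two criteria met; inactive = mean below 40 and under half of replicates reaching 40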;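 also: 0% = median of neutral control wells and 100% = median of positive control wells; inhibitors cause a drop in the FAM fluorescence signal; in these data hits start at about 50%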
ARNT TACC3 PPI: disruptors of human ARNT/TACC3 interaction; Q9Y6A5; AlphaScreen His-ARNT PAS-B/GST-TACC3 binding, luminescence; TACC3 fragment carries E629A point mutation; inhibition, % at 9.99 µM; hit rate 0.66% among 390,000;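 active = mean inhibition of replicates at least 50% and at least half of replicates each reaching 50%; inconclusive = half or more replicates reach 50% but mean below 50%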;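 also: 0% = complete ARNT plus TACC3 wells and 100% = ARNT alone without TACC3; many hits fall short of the cut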
Numbers without * were called inactive; ? = inconclusive; / = not tested or not shown.

SMILES | esBAF inh | CFTR F508del cor | RAD52 inh | ERAP1 HTS inh | GSIS activator | Xi reactivation | RAD54 branch | ARNT TACC3 PPI
CC1=CCC[C@H]2[C@H](C1)C(=O)C[C@@H](C)[C@]2(C)CC/C(=C/CO)CO | 0 | 0.8 | -6 | -3 | -4 | / | -20 | /
CCOc1ccc(S(=O)(=O)N2CCN(C(=O)COc3ccc(Br)cc3)CC2)cc1 | 0 | 5.6 | -8 | 0 | -7 | 0.3 | -7 | 1
Cc1noc(C)c1S(=O)(=O)N1CCN(C(c2ccccc2)c2ccc(Cl)cc2)CC1 (configuration not stated) | -6 | -2.2 | -8 | / | -4 | 0.3 | -5 | -5
Cc1ccc(NS(=O)(=O)c2cc(C(=O)N3CCN(CCO)CC3)ccc2C)cc1 | -3 | 5.2 | 0 | 3 | 14 | 0.2 | 12 | -2
CCOc1ccc(N/C(N)=N/c2nc(C)c(C)c(=O)[nH]2)cc1 | -4 | -1.4 | -11 | 1 | 13 | 0.2 | 0 | -21
O=C(Nc1ccccc1F)N[C@@H]1CC[C@@H](CCNC(=O)C2CC2)O[C@@H]1CO | -4 | 3.2 | 2 | -1 | 2 | 0.2 | -4 | -39
Cn1ccnc1-c1nc2ccccc2[nH]c1=O | -7 | -1.1 | -6 | 9 | 16 | / | 1 | 71*
Cc1noc(C)c1NC(=O)Nc1ccc2c(c1)C(=O)N([C@H](C)CO)C[C@@H](C)[C@H](CN(C)Cc1ccc(-c3ccccc3)cc1)O2 | 2 | -5.3 | 9 | 1 | 13 | -0.6 | 1 | 0
C[C@@H]1CN([C@H](C)CO)C(=O)c2cc(NS(=O)(=O)c3ccc(F)cc3)ccc2O[C@@H](C)CCCCO[C@@H]1CN(C)Cc1ccc2c(c1)OCO2 | -26 | 5.0 | 27 | -1 | -20 | 1.0 | -5 | 3
COc1ccc(NC(=O)c2ccc(C(=O)c3cc(OC)ccc3OC)cc2)cc1 | 3 | -2.1 | -7 | 7 | / | / | -11 | -6
CC=Cc1ccc2n(c1=O)C[C@H]1[C@H](CO)[C@@H](C(=O)Nc3nccs3)N(Cc3ccccc3F)[C@@H]21 (mixture of isomers) | 1 | -0.5 | -34 | 0 | -3 | 0.4 | -7 | 4
O=C(CCNC(=O)C1CCN(S(=O)(=O)c2ccccc2)CC1)NCc1cccc(C(F)(F)F)c1 | -2 | 0.1 | -11 | -2 | -12 | 0.0 | -4 | 3
O=C(NCC1CC1)c1ccccc1Cl | 8 | 2.6 | -14 | 4 | 17 | 0.0 | -10 | -2
O=C(c1ccccc1)N1[C@H](CO)[C@H](c2ccccc2)C12CN(Cc1nccs1)C2 | / | -0.9 | -7 | -2 | 3 | 0.1 | / | /
C[C@H]1CN([C@@H](C)CO)C(=O)Cc2cc(NS(=O)(=O)c3cn(C)cn3)ccc2O[C@@H]1CN(C)C(=O)Nc1ccc(C(F)(F)F)cc1 | -5 | -0.2 | -3 | -4 | 29 | -1.2 | / | /
O=C(O)C[C@H]1c2ccccc2S(=O)(=O)N1c1ccccc1 | -3 | -0.9 | -19 | -2 | 0 | 0.0 | -7 | /
CC(NC(=O)CN1C(=O)NC(C)(C2CC2)C1=O)c1ccc(F)cc1 (configuration not stated) | / | 0.6 | 0 | 0 | 24 | 0.0 | 0 | -1
O=C(CCc1ccncc1)N1CCCC(Nc2ccc(F)cc2)C1 (configuration not stated) | -14 | 1.9 | -2 | 1 | 11 | -0.1 | -7 | /
C[C@H](CO)N1C[C@H](C)[C@@H](CN(C)C(=O)Nc2ccc(F)cc2)Oc2ccc(NC(=O)Cn3cnnn3)cc2C1=O | -3 | -3.1 | -12 | -2 | 3 | 5.5 | -2 | -8
CCCCS(=O)(=O)N1CCN(S(=O)(=O)c2ccc(Cl)s2)CC1 | -7 | 1.7 | 0 | -2 | 28 | 0.0 | 1 | 1
CCN(CC)CCOc1ccc(/C(=C(\Cl)c2ccccc2)c2ccccc2)cc1 | -14 | 2.5 | 27 | 23 | 456 | 0.2 | 15 | 28
O=C(C[C@@H]1CC[C@H](NC(=O)C2CCC2)[C@@H](CO)O1)NC1CCCCC1 | -6 | 1.1 | 12 | -1 | -9 | -0.5 | 0 | -1
COc1ccc(N2CCN(C3CC(=O)N(c4ccc5c(c4)OCCO5)C3=O)CC2)cc1 (configuration not stated) | 1 | / | / | / | 14 | / | 1 | 3
C[C@H]1CN([C@@H](C)CO)C(=O)c2cc(NC(=O)NC3CCCCC3)ccc2O[C@@H]1CN(C)Cc1ccncc1 | -4 | -4.8 | 9 | 4 | 9 | 0.0 | 3 | -6
O=C(/C=C/c1cccs1)N1CCCCC1 | / | -0.7 | -13 | -3 | -3 | 0.3 | -1 | /
Cc1[nH][nH]c(=O)c1C(c1ccc(O)c([N+](=O)[O-])c1)c1c(C)[nH][nH]c1=O | / | / | / | / | -20 | -0.1 | 1 | 8
S=C1NCCOCCNC(=S)NCCOCCOCCOCCN1 | / | / | / | / | -12 | 0.1 | 4 | -2
C[C@@H]1CN([C@H](C)CO)C(=O)c2cccc(NC(=O)c3cnccn3)c2O[C@@H]1CN(C)S(=O)(=O)c1cccs1 | -3 | -1.6 | 6 | 2 | 3 | -0.9 | 7 | 3
COc1cc(S(=O)(=O)NCc2ccncc2)c(OC)cc1Cl | / | -2.0 | -10 | 4 | 1 | 0.0 | / | 4
Nc1nc(SCC(=O)N2CCCCC2)[nH]c(=O)c1NC(=O)c1ccccc1F | -5 | -1.2 | -11 | 4 | -5 | 0.0 | -5 | 6
COc1cc(/C=N/NC(=O)C2COc3ccccc3O2)cc(OC)c1OC (configuration not stated) | / | / | / | / | -22 | 0.0 | -10 | -1
CCCCNC(=O)Cc1ccc(Br)cc1 | / | 2.0 | 9 | -2 | -8 | -0.1 | / | -7
CN1C[C@H](O)COC[C@@H]2O[C@H](CC(=O)NC3CCCC3)CC[C@H]21 | -2 | 0.3 | -10 | -1 | 15 | 0.3 | -6 | 0
O=C(C[C@@H]1CC[C@H]2[C@@H](COC[C@@H](O)CN2Cc2cccc(C(F)(F)F)c2)O1)NCc1ccccc1 | 3 | 2.6 | -4 | -4 | -3 | 0.2 | 6 | -27
O=C(c1cn(-c2ccccc2)nc1-c1ccc(F)cc1)N1CCCCC1 | / | / | 3 | 1 | -39 | 0.0 | / | -3
Cc1cccc(C(=O)NCc2nnc(SCc3ccc(F)cc3)n2C)c1 | / | 1.7 | 3 | 7 | -16 | -0.4 | / | -3
CCCC#Cc1ccc2c(c1)O[C@@H](CN(C)Cc1cccnc1)[C@H](C)CN([C@H](C)CO)S2(=O)=O | 3 | / | 16 | 3 | -32 | -0.2 | 3 | 5
COc1ccc2c3c(n(C)c2c1)[C@H](CO)N(CC1CC1)CC31CCN(C(=O)Nc2c(C)noc2C)CC1 | / | 2.4 | -70 | 4 | 19 | 0.3 | / | /
Cc1ccc(NC(=O)c2nc(S(=O)(=O)Cc3ccccc3)ncc2Cl)cc1 | -17 | ? | -15 | 2 | 6 | 1.5 | 4 | -1
C[C@@H]1CN([C@H](C)CO)C(=O)c2cccc(NC(=O)Nc3ccc(C(F)(F)F)cc3)c2O[C@@H]1CN(C)S(=O)(=O)c1ccc(F)cc1 | 19 | 3.0 | 17 | -1 | 6 | -0.6 | 8 | 5
O=C(NNc1cc(Cl)ccc1Cl)c1cccnc1Cl | / | 2.0 | -2 | -5 | 28 | 0.1 | / | -2
O=C(Cn1cc([N+](=O)[O-])cn1)N1CCc2ccccc21 | 0 | / | / | / | 14 | / | -1 | 2
CCC(CO)Oc1cc(NCc2cccc(O)c2)c2ncn(C(C)C)c2c1 (configuration not stated) | 11 | 1.5 | -24 | -3 | 9 | -0.7 | -1 | 0
CSc1ncccc1C(=O)NC(C)CCc1ccccc1 (configuration not stated) | 0 | -0.4 | -7 | -2 | -5 | 0.3 | 1 | -6
COc1ccc(-c2ccc(SCC(=O)c3ccc(F)cc3)nn2)cc1OC | / | 1.6 | -31 | -5 | 26 | 0.0 | -9 | -2

Single records, from the list above. Order of screens: esBAF inh, CFTR F508del cor, RAD52 inh, ERAP1 HTS inh, GSIS activator, Xi reactivation, RAD54 branch, ARNT TACC3 PPI
COc1cc(/C=N/NC(=O)C2COc3ccccc3O2)cc(OC)c1OC (configuration not stated) across the screens: /, /, /, /, -22, 0.0, -10, -1
CSc1ncccc1C(=O)NC(C)CCc1ccccc1 (configuration not stated) across the screens: 0, -0.4, -7, -2, -5, 0.3, 1, -6

Remaining list, next part:
SMILES | esBAF inh | CFTR F508del cor | RAD52 inh | ERAP1 HTS inh | GSIS activator | Xi reactivation | RAD54 branch | ARNT TACC3 PPI
CCc1nc(SCC(=O)Nc2ccc(OC)cc2[N+](=O)[O-])n[nH]1 | -3 | 3.1 | -9 | / | -4 | 0.0 | / | -11
COc1ccc(S(=O)(=O)NC2CCCCC2)cc1C | 4 | 1.7 | -21 | 11 | 43* | / | 0 | -5
CCC(=O)Nc1ccc2c(c1)C(=O)N(C)C[C@@H](OC)[C@@H](C)CN(Cc1ccncc1)[C@@H](C)CO2 | -3 | 2.9 | -14 | / | 8 | 0.0 | 0 | /
COc1cc(/C=C2\SC(=S)N(CCC(=O)Nc3ccccn3)C2=O)cc(OC)c1OC | 1 | -1.1 | -128 | 1 | -10 | 0.0 | 3 | /
CCOC(=O)/C(C#N)=C/c1cccn1-c1ccc(Cl)cc1 | / | -1.2 | -19 | 3 | / | 0.0 | -1 | /
CCN(Cc1ccccc1)C(=O)C(C)OC(=O)c1cc(S(=O)(=O)Nc2c(C)n(C)n(-c3ccccc3)c2=O)ccc1C (configuration not stated) | / | 3.2 | -18 | 1 | -9 | 0.0 | / | -2
CCn1cnc2cc(NCc3cccc(OC)c3O)ccc21 | 35 | -0.1 | -1 | 1 | -21 | / | 2 | -1
O=C1CCc2cc(S(=O)(=O)NCc3ccccc3Cl)cc3c2N1CC3 | -5 | -0.5 | -3 | 1 | 27 | -0.7 | 1 | 1
CCCCCC(=O)Nc1ccc(S(=O)(=O)Nc2nccc(C)n2)cc1 | / | 2.5 | -12 | -3 | 13 | 0.0 | / | -1
C[C@@H]1CCCCO[C@H](CN(C)Cc2ccc3c(c2)OCO3)[C@@H](C)CN([C@@H](C)CO)C(=O)c2cc(NC(=O)CCC(F)(F)F)ccc2O1 | -3 | -0.1 | 19 | 0 | -9 | 0.0 | -2 | 5
Cc1nnsc1-c1nnc(SCC(=O)c2ccc(C#N)cc2)n1C1CC1 | 3 | 2.1 | -16 | 8 | 2 | 0.0 | 14 | -14
Oc1ccc(/C=N/Nc2ncnc3c2ncn3Cc2ccccc2)cc1O | / | 7.0 | 48 | -2 | 9 | 0.0 | / | 13
Cc1nc(SCc2cccc(Oc3ccccc3)c2)n[nH]1 | 9 | / | / | / | 6 | / | 1 | -13
Cn1c(/C=C/c2ccccc2)nc2ccccc2c1=O | 34 | -0.2 | -12 | 9 | 9 | -0.1 | 8 | -3
COCCCn1cc(C(=O)c2cc(Br)ccc2O)cc(C#N)c1=O | / | 0.5 | -25 | 0 | 18 | 0.2 | / | 0
CCCC1Cc2nc(N3CCCCC3)c(C#N)cc2CO1 (configuration not stated) | -2 | -1.0 | -7 | 1 | -42 | / | 2 | -2
CCC(=O)Nc1c2c(nn1-c1cccc(Cl)c1)CSC2 | -8 | 1.4 | -7 | -1 | 3 | 0.0 | 5 | -6
Cc1nc(-c2nc(-c3c(C(=O)NN)noc3C)cs2)cs1 | 20 | / | -18 | -1 | 6 | 0.0 | -1 | -2
Cc1ccc(CNC(=O)Cc2ccc(-n3cccc3)cc2)cc1 | / | / | / | / | 21 | 0.6 | -7 | 0
